Screens (PubChem BioAssay)
AID inhibitor: activation induced cytidine deaminase inhibition | Q9GZX7 | AID deamination FRET fluorescence, UDG-coupled, 4 h | Potency, µM (series often up to 115 µM), for the others: at the highest dose activity change, negative = inhibition, actives largely listed as inhibitors | actives 0.32% (n = 91,000); note: nearly all actives have a fitted effect of over 25% in size
Target sequence (Q9GZX7 whole entry, looked up): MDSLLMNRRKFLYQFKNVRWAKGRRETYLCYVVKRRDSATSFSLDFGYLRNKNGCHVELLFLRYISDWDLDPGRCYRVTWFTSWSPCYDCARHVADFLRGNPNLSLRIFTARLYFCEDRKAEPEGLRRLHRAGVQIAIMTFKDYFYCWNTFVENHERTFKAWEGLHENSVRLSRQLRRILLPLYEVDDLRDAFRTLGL
UDG counter: UDG inhibition counter-screen | FRET deamination/UDG coupled assay, UDG read, 4 h | Potency, µM (titrated, usually from 115 µM), for the others: at the top dose activity change, negative = inhibition, usual class: inhibitors | actives 0.14% (n = 91,000) | AID 1347430; note: nearly all actives have a fitted effect of over 65% in size
* marks the source's active call; other numbers are inactive results; [ ] = dose if it differs, or a comment. Calls come from the whole dose curve; as a rule, active = well fitted curve in the direction sought with a large enough effect; inconclusive = small, poorly fitted or top-dose-only effect, or another doubt; inactive = no such curve, though single readings can be large; an effect the other way counts as inactive or inconclusive. % is set by controls: 0 for no effect and ±100 for the full control effect; potency is the fitted concentration of half-maximal effect.

What do the screens show for `COc1ccc(CNC(=O)c2nc(SCc3ccccc3F)ncc2Cl)cc1`?
AID inhibitor: -2%; UDG counter: 1%

What do the screens show for `Cn1ccnc1C(NC(=O)c1n[nH]c(=O)c2ccccc12)c1ccccc1` (stereo not drawn)?
AID inhibitor: 4%; UDG counter: 6%

How did Cn1c(=O)c2c(nc(NCCO)n2Cc2c(Cl)cccc2Cl)n(C)c1=O do in these assays?
AID inhibitor: 1%; UDG counter: -3%

Results for COc1cc(NC(=O)c2cc3cc4ccc(OC)c(Cl)c4nc3s2)cc(OC)c1 ?
AID inhibitor: 38%[activator]; UDG counter: 0%

What do the screens show for `Cc1cc(NC(=O)CCc2nc3cccnc3n2-c2ccccc2)ccc1Br`?
AID inhibitor: 18%; UDG counter: 1%

Results for COc1ccc(OC)c(CNC(=O)CCn2c(=O)c3cccn3c3ccc(F)cc32)c1 ?
AID inhibitor: 5%; UDG counter: -3%[57.5 µM]

How did COc1cc(/C=C(/C#N)C(=O)Nc2ccccc2C(F)(F)F)ccc1OCc1ccc(F)cc1 do in these assays?
AID inhibitor: -4%; UDG counter: 2%

What do the screens show for `CC(=O)Nc1cc(C(=O)COC(=O)c2ccc3ccccc3c2)ccc1O`?
AID inhibitor: 9%; UDG counter: 3%

What do the screens show for `Cc1oc(-c2ccc(Cl)cc2)nc1CS(=O)CC(=O)NCc1ccc(Cl)cc1` (stereo not drawn)?
AID inhibitor: -3%; UDG counter: 14%

How did O=C(CCc1ccccc1)NC1(C(F)(F)F)C(=O)Nc2c1c(=O)[nH]c(=O)n2Cc1ccccc1 (stereo not drawn) do in these assays?
AID inhibitor: 3%; UDG counter: 5%

How did CCN1CCN(CCOc2ccc3c(=O)c(-c4ccc(Cl)cc4)coc3c2)CC1 do in these assays?
AID inhibitor: -14%; UDG counter: -8%

Results for CCC(=O)N1c2ccccc2CC1C(=O)NCCc1ccc(C)cc1 (stereo not drawn) ?
AID inhibitor: 1%; UDG counter: 0%

What do the screens show for `CC(=O)Nc1ccc(NC(=O)c2cc3c(=O)n(Cc4cccnc4)ccc3nc2C)cc1`?
AID inhibitor: 16%; UDG counter: 0%

How did N#C/C(=C\c1ccccc1)c1nc(-c2cc3c(ccc4ccccc43)oc2=O)cs1 do in these assays?
AID inhibitor: 16%; UDG counter: -1%[57.5 µM]

Results for Cc1cccc(C(=O)n2nc(NCc3cccs3)nc2NCc2cccs2)c1 ?
AID inhibitor: -6%; UDG counter: -2%

How did CC(C)CC(=O)C(C#N)C(=O)Nc1ccccc1Cl (stereo not drawn) do in these assays?
AID inhibitor: -8%; UDG counter: -6%

What do the screens show for `CCOc1ccc2oc(=O)cc(CN3CCN(C(=O)c4ccc(Cl)cc4)CC3)c2c1`?
AID inhibitor: 2%; UDG counter: 8%

How did O=C(NC1(C(F)(F)F)C(=O)Nc2c1c(=O)[nH]c(=O)n2-c1ccc(F)cc1)c1cccnc1 (stereo not drawn) do in these assays?
AID inhibitor: -4%; UDG counter: 1%

Results for Cc1c(C(=O)N2CCC(C)CC2)c(S(=O)(=O)Nc2cccc(C#N)c2)c(C)n1C ?
AID inhibitor: -6%; UDG counter: -2%

Results for COc1ccc(CCNC(=O)c2ccc(Cn3c(=O)c4ccccc4n(Cc4cccc(Cl)c4)c3=O)cc2)cc1OC ?
AID inhibitor: 11%; UDG counter: -8%

What do the screens show for `COc1cccc(CNC(=O)N2CCC(CN3CCC(C)CC3)CC2)c1`?
AID inhibitor: -18%; UDG counter: -4%

What do the screens show for `CCc1ccccc1NC(=O)C1CCC(CNS(=O)(=O)c2ccc3c(c2)CC(C)N3C(C)=O)CC1` (stereo not drawn)?
AID inhibitor: 1%; UDG counter: 0%[57.5 µM]

Results for CN(C)c1ccc(CNC(=O)C2CCN(Cc3cc4ccccc4n3Cc3ccccc3)CC2)cc1 ?
AID inhibitor: -11%; UDG counter: 10%

How did O=C(CSc1nc(-c2ccc(F)cc2)nc2c1Cc1ccccc1O2)Nc1cccc(C(=O)O)c1 do in these assays?
AID inhibitor: 40µM*; UDG counter: 0%

How did CC(C)CNC(=O)NC(=O)C(C)Cl (stereo not drawn) do in these assays?
AID inhibitor: 4%; UDG counter: -2%

What do the screens show for `COc1cc(Nc2nc3c(S(=O)(=O)c4cccc(Cl)c4)nnn3c3ccsc23)cc(OC)c1`?
AID inhibitor: -18%; UDG counter: -7%

What do the screens show for `N#Cc1c[nH]n2c(NC3CCCCC3)c(-c3ccc(F)cc3)nc12`?
AID inhibitor: 0%; UDG counter: 5%

How did COc1ccc(NC(=O)C2(n3cnnn3)CCCCC2)cc1 do in these assays?
AID inhibitor: 2%; UDG counter: -7%

Results for COc1cc(NC(=O)Nc2cc3c(cc2N2CCCC2)n(C)c(=O)n3C)cc(OC)c1 ?
AID inhibitor: -8%; UDG counter: -3%

Results for COCCCNC(=O)c1cc(-c2cccnc2)nc2ccccc12 ?
AID inhibitor: 9%; UDG counter: -7%

The closing five records of the part before are carried over, then new ones follow.
What do the screens show for `COc1cc(Nc2nc3c(S(=O)(=O)c4cccc(Cl)c4)nnn3c3ccsc23)cc(OC)c1`?
AID inhibitor: -18%; UDG counter: -7%

What do the screens show for `N#Cc1c[nH]n2c(NC3CCCCC3)c(-c3ccc(F)cc3)nc12`?
AID inhibitor: 0%; UDG counter: 5%

How did COc1ccc(NC(=O)C2(n3cnnn3)CCCCC2)cc1 do in these assays?
AID inhibitor: 2%; UDG counter: -7%

Results for COc1cc(NC(=O)Nc2cc3c(cc2N2CCCC2)n(C)c(=O)n3C)cc(OC)c1 ?
AID inhibitor: -8%; UDG counter: -3%

Results for COCCCNC(=O)c1cc(-c2cccnc2)nc2ccccc12 ?
AID inhibitor: 9%; UDG counter: -7%

What do the screens show for `O=C(O)CC/C(=C/c1csc(-c2ccc(Cl)cc2)n1)c1nc2ccccc2s1`?
AID inhibitor: -16%; UDG counter: -5%

Results for COc1cc(C)cc(OC)c1OCc1ccc(C#N)cc1 ?
AID inhibitor: -8%; UDG counter: -2%

How did CN1c2ccccc2-c2nc(SCC(=O)Nc3ccccc3C(F)(F)F)ncc2S1(=O)=O do in these assays?
AID inhibitor: -10%; UDG counter: inconclusive

How did Oc1ccccc1-c1nc(/C=C/c2ccc(F)cc2)no1 do in these assays?
AID inhibitor: 21%; UDG counter: 9%

How did CN(C)c1ccc(NC(=O)CCSc2nc(-c3ccco3)cc(C(F)(F)F)n2)cc1 do in these assays?
AID inhibitor: 13%; UDG counter: 3%

Results for Cc1cccc(NS(=O)(=O)c2ccc3nc(-c4ccccc4)[nH]c3c2)c1C ?
AID inhibitor: 0%; UDG counter: -21%

What do the screens show for `CCc1ccccc1Nc1ncnc2c1nc1n2CCCC1`?
AID inhibitor: 5%; UDG counter: -3%

Results for COc1ccc(-c2nnc(SCC(=O)Nc3ccc(C(C)=O)cc3)nc2-c2ccc(OC)cc2)cc1 ?
AID inhibitor: 2%; UDG counter: -8%

Results for O=C(CCn1c(=O)c2ccccc2n(Cc2ccc(Cl)cc2)c1=O)NCc1ccc2c(c1)OCO2 ?
AID inhibitor: 19%; UDG counter: -12%

How did CC1(C2CC2)NC(=O)N(CC(=O)Nc2cccc3cccnc23)C1=O (stereo not drawn) do in these assays?
AID inhibitor: -2%; UDG counter: 3%

3 entries out of the list, arranged by molecular weight, falling:
What do the screens show for `O=C(O)CC/C(=C/c1csc(-c2ccc(Cl)cc2)n1)c1nc2ccccc2s1`?
AID inhibitor: -16%; UDG counter: -5%

Results for Cc1cccc(NS(=O)(=O)c2ccc3nc(-c4ccccc4)[nH]c3c2)c1C ?
AID inhibitor: 0%; UDG counter: -21%

How did CC1(C2CC2)NC(=O)N(CC(=O)Nc2cccc3cccnc23)C1=O (stereo not drawn) do in these assays?
AID inhibitor: -2%; UDG counter: 3%

More compounds follow.
How did O=C(CS(=O)(=O)c1ccc(Cl)cc1)Nc1nc2ccc(Br)cc2s1 do in these assays?
AID inhibitor: 7%; UDG counter: -14%

How did O=C(Cn1c(=O)n(Cc2nc(-c3ccccc3)no2)c(=O)c2cc3c(cc21)OCO3)Nc1ccc(Cl)cc1 do in these assays?
AID inhibitor: 8%; UDG counter: 3%

How did Cc1cccc2[nH]cc(C(=O)/C(C#N)=C\c3ccccc3F)c12 do in these assays?
AID inhibitor: -15%; UDG counter: -10%

Results for COc1ccc(C(=O)Nc2ccccc2C(=O)OCc2cc(=O)n3c4c(sc3n2)CCCC4)cc1 ?
AID inhibitor: 12%; UDG counter: 6%

Results for CCC(C)NC(=O)Cn1c(=O)n(-c2ccc(OC)c(OC)c2)c(=O)c2ccccc21 (stereo not drawn) ?
AID inhibitor: -14%; UDG counter: -7%

Results for Cc1ccc(-c2ccc(=O)n(CC(=O)Nc3ccc(C(C)C)cc3)n2)cc1 ?
AID inhibitor: -3%; UDG counter: 14%

What do the screens show for `CCN(CC)S(=O)(=O)c1ccc(NC(=O)c2cc3ccc4cccnc4c3[nH]2)cc1`?
AID inhibitor: -20%; UDG counter: 19%

How did Cc1ccc(C(=O)O)cc1NC1(c2ccccc2)C(=O)c2ccccc2C1=O do in these assays?
AID inhibitor: 78%[activator]; UDG counter: 5%

How did CCCCC(CC)CNC(=O)C1CCN(S(=O)(=O)c2cccc3nsnc23)CC1 (stereo not drawn) do in these assays?
AID inhibitor: 1%; UDG counter: -6%

How did O=C(C1CC1)N(Cc1ccc2c(c1)CN(S(=O)(=O)c1cc(F)ccc1F)CCO2)c1ccccc1 do in these assays?
AID inhibitor: -23%; UDG counter: 89µM*

What do the screens show for `CC(=O)N1CCN(C(=O)Cn2ccc3c(Br)cccc32)CC1`?
AID inhibitor: 13%; UDG counter: -1%

How did COc1ccc(-c2c(C)oc3cc(OCC(=O)OC(C)(C)C)ccc3c2=O)cc1OC do in these assays?
AID inhibitor: -26%; UDG counter: -4%

What do the screens show for `O=C(COC(=O)COc1cccc(Br)c1)Nc1ccccc1OC(F)F`?
AID inhibitor: -2%; UDG counter: 9%

How did CCCCC(CC)C(=O)Nc1ccc(F)cc1F (stereo not drawn) do in these assays?
AID inhibitor: -4%; UDG counter: -4%

How did Cc1cccc(C2N3CC4(C(C)C)CN2CC(C(C)C)(C3)C4=O)c1 (stereo not drawn) do in these assays?
AID inhibitor: -14%; UDG counter: 3%

Results for O=C(NC(NCc1ccccc1Cl)(C(F)(F)F)C(F)(F)F)c1ccccc1 ?
AID inhibitor: -4%; UDG counter: -1%

How did CN(CC(=O)Nc1cc2[nH]c(=O)[nH]c2cc1Br)Cc1ccccc1N1CCCC1 do in these assays?
AID inhibitor: 32%[activator]; UDG counter: 2%

What do the screens show for `Cc1cccc(Nc2ccccc2C(=O)NCc2cccs2)c1C`?
AID inhibitor: -6%; UDG counter: 0%

How did Cc1noc(-c2ccc(N3CCC(C)CC3)c([N+](=O)[O-])c2)n1 do in these assays?
AID inhibitor: -23%; UDG counter: -2%

How did CCCC(=O)Nc1nnc2n1CCS2 do in these assays?
AID inhibitor: inconclusive; UDG counter: -14%

How did Cc1cc(C)c(NC(=O)c2c(C)nn(-c3ccc(F)cc3)c2-n2cccc2)c(C)c1 do in these assays?
AID inhibitor: inconclusive; UDG counter: 10%

How did CCCc1c(OCCCOc2ccc(OCC(=O)O)cc2)ccc(C(C)=O)c1O do in these assays?
AID inhibitor: inconclusive; UDG counter: 3%

What do the screens show for `CC1=C(C(=O)O)N2C(=O)[C@@H](NC(=O)C(N)C3=CCC=CC3)[C@H]2SC1` (stereo partly drawn)?
AID inhibitor: 0%; UDG counter: 0%

What do the screens show for `CCN(Cc1ccccc1)C(=S)Nc1ccccc1C`?
AID inhibitor: 0%; UDG counter: -1%

How did CCCOc1ccc(C(=O)Nc2ccc(NC(=O)c3ccccc3)c(Br)c2)cc1 do in these assays?
AID inhibitor: 3%; UDG counter: -2%

How did O=C(O)CNS(=O)(=O)c1cc(C(=O)O)ccc1Cl do in these assays?
AID inhibitor: 2%; UDG counter: -1%

How did COc1ccccc1CNc1ccc(-c2nc(-c3cccnc3)no2)cc1[N+](=O)[O-] do in these assays?
AID inhibitor: 5%; UDG counter: 0%

What do the screens show for `CCOC(=O)c1c(C)oc2nc(C)nc(N3CCN(c4cc(Cl)ccc4C)CC3)c12`?
AID inhibitor: inconclusive; UDG counter: -18%

What do the screens show for `COc1ccc2c(c1)c1c(c(=O)n(CCc3ccccc3)c(=O)n1Cc1cccc(Cl)c1)n2C`?
AID inhibitor: inconclusive; UDG counter: -9%

Results for Clc1ccccc1-c1nnc2sc(Cn3cccn3)nn12 ?
AID inhibitor: 9%; UDG counter: -2%

How did O=C(NCC(F)(F)F)C1CCCC(C(=O)NCC(F)(F)F)C1 (stereo not drawn) do in these assays?
AID inhibitor: -1%; UDG counter: -3%

How did Cc1ccc(Cl)cc1-n1ncc2c(NCCCc3ccccc3)ncnc21 do in these assays?
AID inhibitor: inconclusive; UDG counter: inconclusive

How did Cc1ccc2c(C)c(C(=O)Nc3nonc3-c3cccs3)oc2c1 do in these assays?
AID inhibitor: -3%; UDG counter: -15%

Results for CCN(c1cccc(C)c1)S(=O)(=O)c1nnc(NC(=O)c2ccccc2Cl)s1 ?
AID inhibitor: inconclusive; UDG counter: 5%[57.5 µM]

What do the screens show for `CCOc1ccc(NC(=O)N2CCN(Cc3nc(-c4ccccc4)oc3C)CC2)cc1`?
AID inhibitor: -11%; UDG counter: -11%

What do the screens show for `CCc1nn2c(=O)cc(COC(=O)c3ccccc3NC(=O)COc3ccc(C)c(C)c3)nc2s1`?
AID inhibitor: 5%; UDG counter: -6%

What do the screens show for `Cc1nc(-n2nc(C)c(Cc3ccc4c(c3)OCO4)c2C)sc1C(=O)Nc1cccc(Cl)c1`?
AID inhibitor: -6%; UDG counter: -7%

What do the screens show for `O=C(/C=C/c1ccccc1)Nc1cccc2c1CCCC2`?
AID inhibitor: -2%; UDG counter: -4%

What do the screens show for `Cn1cnnc1-c1cccc(NC(=O)Cc2cccc(F)c2)c1`?
AID inhibitor: -6%; UDG counter: -2%

How did COc1cc(F)c(S(=O)(=O)N2CCC(C(N)=O)CC2)cc1OC do in these assays?
AID inhibitor: -1%; UDG counter: 5%

Not all compounds are listed, so the mix of outcomes need not match the whole.
